Screening results: PubChem BioAssay, several laboratories
RGS7-Gao reg: regulators of human RGS7-Galphao interaction. P09471. actives 0.35% (n = 220,000). binding response (% of control), % at 10 µM. Multiplexed bead flow cytometry, RGS7-Galphao binding; actives lie on both sides; in the data active = binding response below about 49% or above about 150%; inconclusive = no clear call, values can overlap the other calls; inactive = in between;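 also: fluorescent Galphao held in activated GDP-AlF4 state binding bead-coupled RGS7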
ABCB1 block: blocks JC-1 efflux by human ABCB1 transporter; inhibition, % at 6.6 µM; CCRF-Adr cells, flow cytometry; actives 0.067% (n = 190,000); P08183; in the data active = inhibition above about 40%;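 also: 0% = vehicle and 100% = reference inhibitor; higher value means more JC-1 retained so stronger ABCB1 efflux block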
GSH fluor: GSH bead compound fluorescence profile; GSH beads flow cytometry, compound fluorescence 488/530 nm; hits give high values; fluorescence (KMESF) at 10 µM; actives 0.25% (n = 190,000); in the data active = fluorescence above about 89;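 also: glutathione beads carrying GST-tagged Bcl family fusion proteins plus one bare bead set; values are compound well signal with DMSO vehicle wells as background; inactives centre near 16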
ABCG2 inh: inhibitors of human ABCG2 transporter, ABCB1 counter-screen | actives 0.1% (n = 190,000) | IgMXP3 cells, JC-1 efflux, flow cytometry | Q9UNQ0 | inhibition, % at 6.6 µM;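 active = inhibition above 80%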;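 also: 0% = DMSO and 100% = nicardipine control wells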
Target sequence (Q9UNQ0 whole entry, looked up): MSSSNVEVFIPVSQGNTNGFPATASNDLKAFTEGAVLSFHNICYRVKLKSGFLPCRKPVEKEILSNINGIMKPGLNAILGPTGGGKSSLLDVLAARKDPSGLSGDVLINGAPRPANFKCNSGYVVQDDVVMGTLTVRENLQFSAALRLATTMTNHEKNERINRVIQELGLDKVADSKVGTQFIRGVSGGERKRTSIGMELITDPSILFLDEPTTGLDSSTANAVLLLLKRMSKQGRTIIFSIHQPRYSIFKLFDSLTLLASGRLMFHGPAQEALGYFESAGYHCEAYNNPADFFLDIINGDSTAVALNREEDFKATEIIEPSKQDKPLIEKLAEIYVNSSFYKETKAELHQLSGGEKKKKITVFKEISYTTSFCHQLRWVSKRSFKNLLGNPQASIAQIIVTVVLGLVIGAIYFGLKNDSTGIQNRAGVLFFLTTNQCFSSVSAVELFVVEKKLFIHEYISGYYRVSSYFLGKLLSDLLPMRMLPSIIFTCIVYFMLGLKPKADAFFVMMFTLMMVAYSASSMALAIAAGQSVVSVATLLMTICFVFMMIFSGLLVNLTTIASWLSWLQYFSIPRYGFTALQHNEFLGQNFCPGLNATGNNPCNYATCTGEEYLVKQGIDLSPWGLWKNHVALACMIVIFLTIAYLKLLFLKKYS
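Test system: IgMXP3 (ABCG2) plus far-red-tagged CCRF-Adr (ABCB1) cells / Amount: 3 million cells/mL in well / Reagent: JC-1 transporter substrate / Timing: 10 min compound exposure, 25 °C / Signal: flow cytometry, 530 nm JC-1 signal / Read-out: percent efflux inhibition, scaled nicardipine 100% to DMSO 0% / Benchmarks: nicardipine as high control, DMSO as low control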
Mcl1-Bid inh: Mcl-1/Bid interaction inhibition; AID 1021; inhibition, % at 21.7 µM; Q07820; TR-FRET Mcl-1/Bid-Dy647 peptide binding, 1536-well; actives 0.97% (n = 220,000);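 active = compounds that cut the binding signal by more than half at the single screening dose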;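 also: His-tagged Mcl-1 with europium anti-His antibody binding Bid BH3 peptide; 0% = Mcl-1 plus peptide wells and 100% = peptide-only wells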
RGS8-Gao reg: regulators of human RGS8-Galphao interaction | multiplexed bead flow cytometry, RGS8-Galphao binding; actives lie on both sides | response (percent of control binding), % at 10 µM | actives 0.34% (n = 220,000) | AID 1423; in the data active = response below about 60% or above about 140%; inactive = in between;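 also: Galphao activated as the GDP aluminium fluoride complex binding bead-coupled RGS8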
Avidin bead fluor: compound fluoresces at 488/530 nm on avidin beads; compound fluorescence 488/530 nm, flow cytometry; hits give high values; fluorescence (KMESF) at 10 µM; actives 0.38% (n = 220,000); AID 1775; in the data active = fluorescence above about 47; also: inactives centre near 10
Mcl1-Noxa inh: disrupts binding of human Mcl-1 to Noxa peptide; Q07820; TR-FRET Mcl-1/Noxa peptide binding, 2 h; inhibition, % at 21.7 µM; actives 1.5% (n = 220,000); AID 1022;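 active = compounds that cut the protein-peptide binding signal by more than 50% relative to plate controls in a single-dose test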;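 also: His-tagged Mcl-1 with rhodamine Noxa BH3 peptide and terbium anti-His antibody; 0% = Mcl-1 plus Noxa peptide wells and 100% = peptide-only wells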
Pf gamet viab: P. falciparum stage V gametocyte viability inhibition | inhibition, % at 10.9 µM | P. falciparum stage V gametocytes, ATP luminescence, 24 h | AID 743093 | actives 0.065% (n = 150,000);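 active = inhibition above the mean plus 3 SD of compounds within the control limits, set per campaign, cut at about 38% in these data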;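 also: 0% = DMSO wells and 100% = medium only without gametocytes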
Mcl-1 Bim block: human Bim-Mcl-1 interaction inhibition | inhibition, % at 10 µM | AID 1009 | actives 0.1% (n = 190,000) | Bead-based flow cytometry, Bim peptide-Mcl-1 binding; in the data active = inhibition above about 40%;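 also: 0% = no compound tracer wells and 100% = peptide blocker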
RGS4-Gao reg: modulates binding of RGS4 to human Galphao | binding response (% of control), % at 10 µM | Multiplexed bead flow cytometry; actives lie on both sides | actives 0.33% (n = 220,000) | P09471; in the data active = binding response below about 49% or above about 150%; inactive = in between;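 also: fluorescent Galphao activated with aluminum fluoride binding bead-coupled RGS4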
The depositor's hits bear a star; ? = inconclusive; / = not tested or not shown. Not a hit list. About 3.3% of those tested had a hit in this group.

molecule,RGS7-Gao reg,ABCB1 block,GSH fluor,ABCG2 inh,Mcl1-Bid inh,RGS8-Gao reg,Avidin bead fluor,Mcl1-Noxa inh,Pf gamet viab,Mcl-1 Bim block,RGS4-Gao reg
CCOc1ccc2nc(C(C)O)[nH]c2c1 (stereo not given),101,0.4,51,2,2,97,20,8,/,1,97
COc1cc(NC(=O)c2cc(C)nc3ccccc23)cc(OC)c1OC,?,0.9,11,14,-37,102,9,6,/,0,99
Cc1occc1C(=O)NNC(=S)Nc1ccccc1,105,-0.1,32,-3,-33,103,12,21,/,-3,102
Cc1ccc(NCc2nnc(SCC(=O)O)n2Cc2ccccc2)cc1Cl,104,-0.4,11,-1,-7,99,10,13,-4,1,102
COc1ccc(C2C(C(=O)N3CCOCC3)CCC(=O)N2c2cc(OC)c(OC)c(OC)c2)cc1 (stereo not given),99,1.9,20,10,-2,98,38,-15,-1,-1,98
CCOc1c2ccc(C(=O)NCc3ccc(OC)cc3)cc2nn1CCOC,99,-0.2,13,0,2,97,33,-14,/,-3,100
COc1ccc(C2C3=C(CC(C)(C)CC3=O)Nc3c2c(=O)[nH]c2nc(C)nn32)cc1 (stereo not given),96,0.2,10,5,-12,98,20,36,-3,-2,99
Cc1cc(C)nc(SCc2nnc(SCC(=O)Nc3ccc(C)c(C)c3)n2Cc2ccco2)n1,59,4.2,13,10,-19,72,9,3,-8,-3,51
CCOc1ccc(C2C(C#N)=C(N)SC(N)=C2C#N)c(OCC)c1,85,-0.3,68,-1,9,90,5,22,-13,-3,91
COc1ccc(-c2nc(CCl)cs2)cc1,99,-0.2,7,0,1,100,27,6,25,0,99
CN(NC(=O)c1ccc(Cl)cc1)c1cccc(Cl)n1,103,0.7,21,5,-9,98,18,14,-56,-3,100
COc1cc(C(=S)N2CCCCC2)ccc1OCC(=O)Nc1ccccc1Cl,107,2.5,11,43,-39,104,10,9,2,-3,103
CC(=O)Nc1ccc(S(=O)(=O)Nc2nc3ccccc3nc2N2CCCC2)cc1,91,0.5,52,4,-21,96,21,16,2,-1,92
O=C(COC(=O)CCc1nc2ccccc2s1)Nc1ccc(S(=O)(=O)N2CCOCC2)cc1,103,0.4,12,7,-13,100,21,10,/,-4,100
CCOc1ccc(C(C(=O)NC2CCCCC2)N(C(=O)c2ccco2)c2ccc(-n3cnnn3)c(C)c2)cc1 (stereo not given),100,8.4,23,12,3,91,13,0,/,1,99
CC(C)CCN=Cc1c(O)n(-c2ccccc2)c(=O)c2ccccc12,101,1.6,10,9,-17,102,9,18,0,0,102
Cn1c(NC(=O)c2ccco2)cc(=O)n(C)c1=O,102,1.0,33,-3,7,97,8,-8,-10,-4,100
CC1CCN(C(=S)c2ccc(-c3ccc(Cl)cc3Cl)o2)CC1,114,-0.4,5,-2,-28,94,2,12,4,-9,99
Cc1noc(C)c1C(=O)N1CCC(Cc2ccccc2)CC1,102,0.6,29,2,3,98,36,6,11,-1,101
COCCCNC(=S)NNC(=S)NCCCOC,?,/,/,/,-17,101,6,10,0,/,105
Cc1cc(S(=O)(=O)Nc2c(C)ccc3nsnc23)ccc1F,105,0.3,44,1,33,101,8,19,/,-2,104
Cc1cccc(NC(=O)N2CCCC2C(=O)Nc2ccccc2)c1 (stereo not given),103,0.9,9,3,-7,100,9,5,/,1,101
CCOc1ccc2[nH]c(=O)c(CN(CCN3CCCC3)C(=S)Nc3ccccc3OCC)cc2c1,105,0.0,9,-1,-24,102,10,9,1,0,100
CCc1c(O)nc(SCC(=O)c2ccccc2)n(-c2ccccc2)c1=O,?,/,/,/,-47,97,7,-5,-1,/,95
O=C(N/N=C/c1cc(Br)cc(Br)c1O)c1ccncc1,91,-1.3,69,6,-87,93,7,-36,-12,-2,90
CC1=CC2=NC(=O)/C(=C\c3cc(C)n(-c4ccccc4)c3C)C(=N)N2O1,108,1.2,9,11,-16,111,5,14,-3,21,105
N#Cc1cc(C#N)c(N2CCN(c3ccccn3)CC2)nc1N,102,0.5,11,1,-29,99,4,12,/,-4,101
CCSc1nnc(NC(=O)C2C3CCC(C3)C2C(=O)O)s1 (stereo not given),97,0.4,19,2,-26,99,5,4,7,0,101
Cc1ccc(-c2nc3ccccc3[nH]2)cc1NC(=S)NC(=O)c1ccccc1Br,102,1.1,36,-1,-13,103,9,/,/,-3,102
Cc1cccc(OCCn2c(-c3ccco3)nc3ccccc32)c1,110,1.4,60,3,-2,112,12,23,4,1,109
Cc1ccc(Nc2nc(Cl)c(C=O)s2)cc1,?,/,/,/,-37,100,5,10,14,/,103
Cn1c(CSCc2ccccc2)nnc1SCC(=O)Nc1nccs1,108,-0.2,13,1,-15,113,5,-1,-11,0,108
CN(CCc1ccccn1)C(=O)CCC1CCCN(C(=O)CN2CCCCCC2)C1 (stereo not given),105,-0.2,9,1,-16,104,2,10,-7,-3,108
COc1cc(NC(=O)C2=C(N3CCOCC3)/C(=C\c3ccc(Cl)cc3Cl)CC2)cc(OC)c1OC,98,1.5,18,-14,-29,102,11,17,-11,-4,100
COc1ccc(C(=O)n2cnc(N)n2)cc1,89,0.4,43,1,7,87,10,-9,/,-6,88
Cc1ccc(NC(=O)Cn2nc(C)c([N+](=O)[O-])c2C)cc1Cl,?,0.6,19,11,-21,101,8,7,-21,0,100
Cc1ccc(NC(=O)c2ccc(S(=O)(=O)N3CCC(C)CC3)cc2)cc1,93,0.5,15,4,-20,102,7,7,9,4,100
CS(=O)(=O)Nc1ccc(C(=O)N2CCCCC2)cc1,92,0.0,30,1,-2,92,7,12,26,10,92
CC1CCCCN1Cc1c(C#N)c2ccccc2n1C (stereo not given),101,-0.1,40,5,-17,105,13,8,/,-2,100
NC(=O)C1=CN(Cc2ccc(Cl)cc2)CCC1C(F)(F)F (stereo not given),?,/,/,/,-8,102,8,-8,7,/,98
COc1cccc(NC(=O)c2cc([N+](=O)[O-])ccc2NC(=O)CNCC2CCCO2)c1 (stereo not given),102,0.8,15,15,-17,99,10,17,-30,-4,92
COc1cc(OC)c2c(-c3ccccc3)cc(=O)oc2c1,106,1.6,15,9,2,109,11,7,/,1,101
O=C(O)c1cc(S(=O)(=O)N2CCCC2)ccc1Br,102,0.1,65,0,-43,99,8,-6,12,-1,100
Cc1sc2ncnc(NCc3ccccc3)c2c1C,100,0.8,25,10,-9,100,12,17,/,0,94
CCC(=O)Nc1ccc(NC(=O)c2ccccc2)nc1,101,0.9,25,6,-33,106,14,-12,/,-3,101
COc1ccc(-c2cn(-c3cccc(C)c3)c(=O)[nH]2)cc1OC,99,1.2,7,7,-39,101,20,18,/,3,100
Clc1ccc2oc3c(Cl)ncnc3c2c1,98,0.5,7,1,27,100,3,28,-10,-5,99
C/C(=N\Nc1ccc([N+](=O)[O-])cc1)c1ccc(C#N)cc1,?,/,/,/,7,100,6,37,-17,/,98
COc1ccc(-n2nnnc2SCc2nc3ccccc3s2)cc1,103,0.4,13,1,8,101,11,25,/,-1,100
Cc1ncc(S(=O)(=O)c2ccccc2)c(-c2ccccc2)n1,96,0.2,11,0,-23,91,5,0,/,-1,93
COCCNC(=O)CN(Cc1ccc(Cl)cc1)S(C)(=O)=O,100,-0.2,48,0,-1,103,4,2,/,-1,101
COc1cc(/C(C#N)=C/c2cccc3ccccc23)c([N+](=O)[O-])cc1OC,99,2.4,30,7,-6,103,12,21,-20,-1,102
O=C(NCCC1=CCCCC1)C1CCN(C(=O)c2ccc(Br)cc2)CC1,101,1.0,11,8,-16,100,13,-4,-29,-9,98
CCSc1nnc(N2C(=O)CC(c3ccsc3)C3=C2CC(C)(C)CC3=O)s1 (stereo not given),95,2.2,21,7,-13,95,5,5,/,0,94
Cc1nn(-c2ccccc2)c(N)c1N=Nc1ccccc1,100,0.9,15,14,1,110,24,8,11,-2,98
Cc1ccc(C)c(SCC(=O)NC(=O)NCc2ccccc2)c1,100,0.9,11,16,-4,102,5,1,5,-1,99
COc1ccccc1CN(Cc1nc2ccccc2c(=O)[nH]1)C(=O)Nc1cccc(C)c1,102,3.5,19,7,-25,108,13,2,/,-2,113
Cn1c(Cn2cnc([N+](=O)[O-])n2)nnc1SCC(=O)Nc1ccccc1,103,0.5,11,5,4,102,11,-3,-3,-1,108
COc1ccc(OC)c(CNC(=O)C2CCN(S(C)(=O)=O)CC2)c1,103,0.6,13,2,-1,102,22,0,-22,4,101
